# RSV antiviral HEp-2: RSV antiviral activity via CPE protection, HEp-2 cells, primary 10 µM value included (AID 2391); HEp-2 cells, RSV-induced CPE inhibition; higher % means a stronger effect; 310,000 compounds, 0.13% hits; CPE inhibition, % at 10 µM; hits with a dose series show IC50 in µM; in the data active = a potency from the dose series; inconclusive = CPE inhibition mostly from about 23% at the one dose, without a potency; inactive = the rest, 99 in 100 with CPE inhibition below about 21%; also: strong numbers were not always called active
# Myeloid diff 2: promotes myeloid progenitor differentiation; calls only at 10 µM; ER-HoxA9 myeloid progenitors, lysozyme-GFP differentiation, flow cytometry; 360,000 compounds, 1% hits;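 active = normalized GFP-positive differentiation at or above the plate's own cutoff, the solvent-only control mean plus 3 SD; inconclusive = no clear call, values can overlap the other calls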;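 also: cells exposed to compound for four days before flow analysis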
# MgcRacGAP inhibition: MgcRacGAP GTPase-activating activity inhibitors, confirmation, biochemical, ADP Hunter fluorescence; MgcRacGAP-stimulated Rac1 GTP hydrolysis, ADP Hunter fluorescence; higher % means a stronger effect; GST-tagged Rac1 F28L mutant substrate; one-dose inhibition, % at 30 µM; IC50 in µM for titrated hits; 340,000 compounds, 0.6% hits;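 active = first-screen hits whose inhibition reached a set limit at any dose in the follow-up dose series; inconclusive = inhibition above the set first-screen limit but never retested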;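 also: fluorescence reports GDP produced by GAP-driven GTP hydrolysis; strong numbers were not always called active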
# West Nile virus CPE: inhibition of WNV-induced cytopathic effect – cell-based, CPE readout (AID 1621); CPE inhibition, % at 10 µM, or IC50 in µM where a hit was titrated; 290,000 compounds, 0.02% hits; West Nile virus-infected cells, CPE inhibition; higher % means a stronger effect; in the data active = a potency from the dose series; inconclusive = CPE inhibition mostly from about 3.7% at the one dose, without a potency; inactive = the rest, 99 in 100 with CPE inhibition below about 2.2%; also: strong numbers were not always called active
# b-catenin transl: beta-catenin nuclear translocation modulation; HeLa beta-catenin nuclear translocation, immunofluorescence imaging; nuclear translocation activity, % at 5 µM; 190,000 compounds, 0.3% hits; AID 1665;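 active = nuclear translocation activity above 50% at 5 µM, with a well cell count of 50 or more; inconclusive = wells under 50 cells across six images, flagged as toxic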;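 also: per-cell ratio of nuclear to cytoplasmic median beta-catenin stain intensity; plate controls were DMSO negative control for no effect and GSK-3 inhibitor IX positive control for full effect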
#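 test system = HeLa cells, endogenous beta-catenin | dosing = single 5 µM dose plus 0.02–20 µM confirmation series | times = compound treatment 24 h, 37°C, 5% CO2 | technique = beta-catenin immunofluorescence imaging with DAPI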
# T cell modulator: T cell immune modulators affecting CD8 T cell-vesicle binding | 2C CD8+ T cell-vesicle binding, flow cytometry; hits give low values | calls only at 7 µM | 330,000 compounds, 0.068% hits | AID 2052;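 active = response, share of CD8 T cells binding vesicles, and their 90th percentile fluorescence all below set limits, cut at about 80% in these data, passing the limit was not always enough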
#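 Assay system: 2C TCR transgenic mouse naive CD8+ T cells, MACS-purified | Read-out: CD8+ gate FL2 mean fluorescence as % of same-row positive control | Signal: High-throughput flow cytometry with anti-B7-1 and anti-CD8 staining | Timing: Binding step 1.5 h, 37 °C, antibody labelling 20 min, ice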
# SV40 large T antigen: SV40 large T antigen inhibitors, biochemical (AID 1903) | SV40 large T antigen ATPase/helicase inhibition assay; higher % means a stronger effect | one-dose inhibition, % at 20 µM; IC50 in µM for titrated hits | 310,000 compounds, 0.39% hits; in the data active = a potency from the dose series; inconclusive = inhibition mostly from about 32% at the one dose, without a potency; inactive = the rest, 99 in 100 with inhibition below about 32%; also: strong numbers were not always called active
# Salmonella PhoP GFP: inhibitors of PhoP regulon expression, primary screen, Salmonella Typhimurium, GFP reporter (AID 1863); 300,000 compounds, 0.16% hits; S. Typhimurium PhoP-regulated promoter GFP reporter, 4 h; higher % means a stronger effect; one-dose inhibition, % at 50 µM; IC50 in µM for titrated hits;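 active = inhibition over 29.93%, a cutoff 3 SD above the screen mean, later confirmed by dose response; inconclusive = inhibition over 29.93% but no dose response follow-up; inactive = inhibition at most 29.93% or unconfirmed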;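 also: 0% = low Mg2+ inducing control and 100% = high Mg2+ repressing control; strong numbers were not always called active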
# WT yeast gro inh: growth inhibition of WT yeast, mitochondrial fusion screen; mitochondrial fusion phenotypic screen, WT strain; inhibition, % at 10 µM; 190,000 compounds, 2.1% hits; in the data active = inhibition above about 58%; tested in S. cerevisiae
# WT yeast gro inh mutant strain: further read-out of WT yeast gro inh, marked with its call; inhibition, %; mitochondrial fusion phenotypic screen, mutant strain inhibition
# b-catenin transl cell count 5 µM: further read-out of b-catenin transl, marked with its call; cell count; measured here: cell count, cytotoxicity flag
# T cell modulator vesicle-bound %: second read-out of T cell modulator, no call of its own (marks repeat the call); double positive events, %; measured here: CD8+ vesicle-bound cell fraction;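 binding gate set so that unloaded-vesicle control wells show 10% double positive cells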
# Myeloid diff 2 GFP+ MAC1+ %: further read-out of Myeloid diff 2, marked with its call; GFP+ MAC1+ double positive, %; measured here: differentiation confirmed by MAC1 staining
# * hit, by the source's call; i = inactive; ? = inconclusive; . = no result given; + = active, no number.
SMILES,RSV antiviral HEp-2,Myeloid diff 2,Myeloid diff 2 GFP+ MAC1+ %,MgcRacGAP inhibition,West Nile virus CPE,b-catenin transl,b-catenin transl cell count 5 µM,T cell modulator,T cell modulator vesicle-bound %,SV40 large T antigen,Salmonella PhoP GFP,WT yeast gro inh,WT yeast gro inh mutant strain
COc1ccc(C(=O)NC2CCCc3ccccc32)c(OC)c1OC (stereo unspecified),12%,i,0.1,0%,-1.2%,.,.,i,42,7%,0%,.,.
COc1cccc(C2=CC(=O)C[C@H](c3ccc(OC)c(OC)c3)C2)c1,3.0%,i,2.4,4%,.,.,.,i,44,.,.,.,.
Fc1ccc(-c2csc(N3CCSCC3)n2)cc1,8.6%,i,0.1,3%,0.9%,1.1,1090,i,34,-2%,4%,0,-8
O=C(CSc1ncnc2ccccc12)NCC(=O)c1ccccc1,-1.0%,i,0.3,7%,-0.9%,0.3,1051,i,38,1%,-2%,-64,-56
Cc1nc2ccccn2c1C(=O)NN=C1C2CC3CC(C2)CC1C3,1.2%,i,1.2,-1%,0.0%,-2.4,1145,i,29,8%,-12%,0,6
N#Cc1c2c(nc(N)c1-c1ccccc1)CCCCC2,2.8%,i,1.0,3%,-0.2%,-3.4,1112,i,34,13%,-1%,12,11
Cc1cc(OCC(O)CN2CCc3ccccc3C2)cc(C(C)C)c1 (stereo unspecified),18%,i,1.4,4%,-1.3%,.,.,i,73,1%,5%,.,.
Cc1ccccc1C(=O)N1CCC(C(=O)NC2CCCC2)CC1,1.5%,i,0.4,3%,-0.8%,.,.,i,54,9%,-5%,.,.
O=C(Nc1nccs1)C(F)(F)C(F)(F)C(F)(F)C(=O)Nc1nccs1,0.6%,i,0.2,-12%,0.3%,0.1,1315,i,34,9%,-6%,.,.
CCOc1ccc(NC(=O)c2ccc(N3CC4CC(C3)c3cccc(=O)n3C4)c(N)c2)cc1 (stereo unspecified),1.9%,i,1.9,9%,-0.8%,.,.,i,31,18%,2%,.,.
CCc1ccccc1N(C(=O)c1cccs1)C1C=CS(=O)(=O)C1 (stereo unspecified),-0.3%,i,6.3,2%,-0.8%,-3.0,1353,i,6,5%,-6%,4,13
COc1cc(CN2CCC(C(=O)N3CCCC(C)C3)CC2)cc(Br)c1O (stereo unspecified),-1.5%,i,0.9,191µM*,-0.3%,-7.6,1015,i,22,11%,2%,-1,5
O=C(Nc1sc2c(c1C(=O)NCCO)CCCC2)c1ccco1,2.6%,i,3.2,5%,-0.8%,.,.,i,22,7%,-6%,.,.
COc1cc2c(cc1OC)C(/C=C/c1ccco1)=NCC2,.,i,0.2,42µM*,0.3%,2.0,1313,.,.,.,-1%,.,.
NC(=O)COc1ccc2cc(-c3ccc(F)cc3)c(=O)oc2c1,3.0%,i,0.6,9%,-0.1%,.,.,i,63,10%,-5%,.,.
COc1ccc(C(CNC(=O)c2cncc(Br)c2)N(C)C)cc1 (stereo unspecified),-0.3%,i,0.5,3%,0.2%,-0.7,1064,i,36,8%,-9%,0,15
CN(C)S(=O)(=O)c1ccc(N2CCCC2)c(C(=O)OCC(=O)N2CCN(c3ccccc3)CC2)c1,0.4%,i,1.5,0%,.,.,.,i,12,20%,-5%,.,.
C=CCn1c(=O)c2ccccc2n2c(SCc3nc(N)nc(Nc4ccccc4C)n3)nnc12,-0.5%,i,6.3,6%,0.2%,-2.1,861,i,23,6%,8%,7,12
O=C(NCCNc1ccc([N+](=O)[O-])cc1C(F)(F)F)c1ccc(F)cc1,12%,i,0.4,7%,-0.7%,4.1,422,i,43,22%,34%,7,2
COc1cc(Cl)c(C)cc1NC(=O)CSCC#N,-0.5%,i,6.0,1%,-0.2%,-0.2,1174,i,19,2%,3%,-12,-1
O=C(COC(=O)c1ccccc1NCc1ccco1)Nc1ccc2c(c1)OCO2,0.6%,i,0.7,10%,0.0%,-1.5,894,i,58,-1%,10%,-2,-8
CCCOc1cccc(C(=O)O)c1,4.1%,i,0.5,4%,-0.2%,1.7,832,i,.,1%,-22%,-9,-12
CC1CC(C)CN(C(=O)c2nn(C)c3c2CS(=O)(=O)c2ccccc2-3)C1 (stereo unspecified),2.6%,i,0.0,-7%,0.3%,.,.,i,23,-7%,1%,.,.
CSCC[C@H](NC(=O)OC(C)(C)C)C(=O)N1CCC(C(=O)N[C@@H](Cc2c[nH]c3ccccc23)C(=O)O)CC1,1.0%,i,0.4,4%,1.5%,.,.,i,44,18%,.,.,.
COc1ccc(NC(=O)N(CCO)Cc2cc3c(C)cc(C)cc3[nH]c2=O)cc1,21%,i,0.6,3%,-0.2%,-10,1064,i,43,22%,2%,-11,3
Cc1ccc(NC(=O)CN2CCN(c3ccccn3)CC2)cc1S(=O)(=O)N(C)C,0.8%,i,0.4,-1%,-1.4%,-5.1,1167,i,21,-1%,2%,-3,-8
Cc1ccc(S(=O)(=O)Nn2c(C)nnc2-n2nc(C)cc2C)cc1,0.5%,i,0.9,6%,0.2%,6.2,704,i,58,-1%,-5%,-16,-15
CCN(CC)C(=O)CSc1nc2cc3c(cc2c(=O)n1Cc1ccc(OC)cc1)OCO3,0.2%,i,1.1,1%,-0.4%,1.3,469,i,51,-6%,0%,-7,-2
COc1ccc(OC)c(C2C(C(C)=O)=C(O)C(=O)N2CCc2ccc(OC)c(OC)c2)c1 (stereo unspecified),0.9%,i,0.6,2%,0.1%,-2.8,1212,i,21,12%,7%,-2,12
CC(=O)Nc1ccc(S(=O)(=O)N2CCN=C2SCc2ccc(F)cc2)cc1,11%,i,1.0,5%,0.6%,.,.,i,14,23%,-4%,.,.
C=CCNc1nc(N2CCOCC2)nc(N2CCOCC2)n1,2.3%,i,8.7,-4%,-0.5%,4.1,947,i,40,4%,2%,-8,8
COc1ccccc1OCc1csc(NC(=O)c2ccco2)n1,2.1%,i,1.0,10%,0.1%,-3.2,1009,i,28,5%,9%,-12,-7
COCCN1Cc2cccc(C(=O)Nc3ccc(S(=O)(=O)N4CCCCCC4)cc3)c2C1=O,0.9%,i,0.7,6%,0.0%,0.2,1309,i,18,4%,-12%,.,.
CC(=O)Nc1ccc(S(=O)(=O)N2CCN(C34CC5CC(CC(C5)C3)C4)CC2)cc1,0.1%,i,0.3,3%,0.9%,0.5,756,i,35,15%,5%,6,14
O=C(CO/N=C/c1ccc(OC(F)F)cc1)N1CCc2ccccc21,2.2%,i,0.5,4%,-0.3%,.,.,i,38,3%,-6%,1,-24
Clc1ccc(C2[C@H]3CN(CC4CCCCC4)[C@H](c4ccccc4)C34CC2(c2ccccc2)C4)cn1 (stereo partly specified),8.5%,i,0.5,5%,-0.5%,-1.6,1337,i,12,17%,1%,.,.
COc1ccc(N2CCN(C3CC(=O)NC3=O)CC2)cc1 (stereo unspecified),0.4%,i,0.7,7%,-0.2%,0.0,1162,i,31,18%,-5%,-16,-21
Cc1ccc(COC(=O)c2cc([N+](=O)[O-])ccc2N2CCOCC2)cc1,1.1%,.,.,8%,-0.2%,.,.,i,63,8%,5%,.,.
COc1ccc(S(=O)(=O)N2CCN(C(=O)c3ccc(C)o3)CC2)cc1,2.1%,i,0.4,1%,-0.7%,.,.,i,15,27%,-2%,.,.
OC(c1cc(-c2ccc(C(F)(F)F)cc2)nc(C(F)(F)F)c1)C1CCCCN1 (stereo unspecified),-4.9%,i,0.7,12%,-1.5%,34,301,i,62,8%,38µM*,.,.
COc1cc(CNCCO)ccc1OC1CCCC1,-0.3%,i,7.8,-10%,0.1%,-4.6,1245,i,45,13%,1%,13,22
CC1CN(c2ccc(Cl)nn2)CC(C)O1 (stereo unspecified),-2.4%,i,0.2,11%,0.4%,0.7,1044,i,26,-1%,2%,1,11
CCCCSc1nnc2nc(C)cc(C)n12,0.8%,i,2.2,2%,0.1%,-5.8,1176,i,30,-5%,8%,4,-12
COc1ccc(-c2nnco2)cc1OC,2.5%,i,3.6,2%,1.9%,0.1,563,i,21,0%,4%,15,20
COc1ccc(NCC(=O)Nc2cc(S(=O)(=O)N3CCOCC3)ccc2N2CCOCC2)c(OC)c1,1.7%,i,0.1,4%,-0.6%,-0.2,1342,i,23,10%,0%,.,.

# Structures listed so far that bear a hit mark in MgcRacGAP inhibition.
canonical_smiles	RSV antiviral HEp-2	Myeloid diff 2 GFP+ MAC1+ %	MgcRacGAP inhibition	West Nile virus CPE	T cell modulator	T cell modulator vesicle-bound %	SV40 large T antigen	Salmonella PhoP GFP	WT yeast gro inh mutant strain
COc1cc(CN2CCC(C(=O)N3CCCC(C)C3)CC2)cc(Br)c1O (stereo unspecified)	-1.5%	0.9	191µM*	-0.3%	i	22	11%	2%	5
COc1cc2c(cc1OC)C(/C=C/c1ccco1)=NCC2	.	0.2	42µM*	0.3%	.	.	.	-1%	.

# The results go on:
SMILES,RSV antiviral HEp-2,Myeloid diff 2,Myeloid diff 2 GFP+ MAC1+ %,MgcRacGAP inhibition,West Nile virus CPE,b-catenin transl,b-catenin transl cell count 5 µM,T cell modulator,T cell modulator vesicle-bound %,SV40 large T antigen,Salmonella PhoP GFP,WT yeast gro inh,WT yeast gro inh mutant strain
COc1cc(NC(=O)c2cccc([N+](=O)[O-])c2C)ccc1NC(=O)c1ccco1,2.1%,i,1.4,5%,-0.5%,-1.9,507,i,39,2%,-14%,-7,10
O=c1c(Cl)c(NCCO)ncn1-c1ccccc1,-1.2%,i,1.7,1%,-0.2%,-0.3,1124,i,48,2%,10%,9,-1
CCCCS(=O)(=O)N1CCN(S(=O)(=O)c2ccc(Cl)s2)CC1,0.2%,i,0.7,3%,-0.9%,.,.,i,36,24%,-6%,.,.
O=[N+]([O-])c1ccc(N2N=C(c3ccccc3)CC2c2ccccc2O)cc1 (stereo unspecified),-1.0%,+,6.1*,6%,?,.,.,i,20,7%,28%,.,.
CCOc1ccc(C(=O)NCc2cccnc2)cc1[N+](=O)[O-],-0.7%,i,0.2,-1%,-0.1%,0.2,954,i,45,4%,7%,0,-6
CN1CCN(C2=NCCO2)CC1,0.9%,i,0.2,7%,0.1%,-1.5,1119,i,54,3%,2%,.,.
CC1(C)CC(NNCCC#N)=CC(=[N+]2CCCC2)C1,-0.6%,i,0.3,3%,-1.1%,-0.8,1108,i,27,0%,2%,-1,13
